Screens from PubChem.
TPT1 inh: blocks Candida albicans tRNA 2'-phosphotransferase; inhibition, % at 5 µM; 0.81% of 300,000 active; AID 1962; recombinant caTPT1, FP RNA substrate dephosphorylation;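 active = inhibition above the mean of all tested compounds plus 3 SD, set per screening campaign, cut at about 24% in these data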;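 also: plate controls were DMSO alone for no effect and ferristatin control at 100 nM for full effect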
PP5 primary: PP5 (human) phosphatase inhibition; 0.18% of 320,000 active; AID 1987; inhibition, % at 6.7 µM; purified PP5c, OMFP substrate fluorescence;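 active = inhibition above the campaign's mean inhibition across all tested compounds plus 3 SD, cut at about 9.5% in these data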;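 also: 0% = DMSO only and 100% = 100 µM cantharidin control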
Target sequence (P53041 whole entry, looked up): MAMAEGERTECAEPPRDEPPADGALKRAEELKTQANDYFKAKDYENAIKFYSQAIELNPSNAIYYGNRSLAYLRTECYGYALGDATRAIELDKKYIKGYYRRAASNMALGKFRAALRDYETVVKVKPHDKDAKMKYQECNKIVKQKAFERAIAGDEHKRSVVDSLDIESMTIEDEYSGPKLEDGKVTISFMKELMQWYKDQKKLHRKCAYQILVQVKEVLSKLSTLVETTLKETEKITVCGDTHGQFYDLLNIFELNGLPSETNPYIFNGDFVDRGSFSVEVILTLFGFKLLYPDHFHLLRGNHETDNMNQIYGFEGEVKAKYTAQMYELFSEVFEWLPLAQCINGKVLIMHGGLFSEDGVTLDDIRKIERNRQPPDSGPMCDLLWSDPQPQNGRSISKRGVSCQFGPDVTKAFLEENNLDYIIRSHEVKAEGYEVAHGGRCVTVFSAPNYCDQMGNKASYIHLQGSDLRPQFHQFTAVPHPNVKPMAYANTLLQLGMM
PP1 inh: counter-screen for PP5 inhibitors: inhibitors of human PP1-alpha | P62136 | purified PP1alpha, OMFP fluorescence | inhibition, % at 6.7 µM | 0.9% of 320,000 active | AID 2235;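 active = inhibition above the mean inhibition of all tested compounds plus 3 SD, computed separately for each screening campaign, cut at about 15% in these data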
GASC-1 inh: inhibitors of human GASC-1 (JMJD2C) demethylase; GST-JMJD2C(1-420) H3K9me3 demethylation, DELFIA europium; AID 2099; Q9H3R0; 0.069% of 330,000 active; inhibition, % at 2.35 µM;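 active = more than half of a compound's replicate wells show inhibition beyond 50%, single wells judged on their own value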;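 also: signal counts dimethyl H3K9 product captured on neutravidin plate; 0% = median of DMSO wells and 100% = 0.3 times that DMSO median; strong numbers were not always called active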
Target sequence (Q9H3R0 1-420 limits assumed): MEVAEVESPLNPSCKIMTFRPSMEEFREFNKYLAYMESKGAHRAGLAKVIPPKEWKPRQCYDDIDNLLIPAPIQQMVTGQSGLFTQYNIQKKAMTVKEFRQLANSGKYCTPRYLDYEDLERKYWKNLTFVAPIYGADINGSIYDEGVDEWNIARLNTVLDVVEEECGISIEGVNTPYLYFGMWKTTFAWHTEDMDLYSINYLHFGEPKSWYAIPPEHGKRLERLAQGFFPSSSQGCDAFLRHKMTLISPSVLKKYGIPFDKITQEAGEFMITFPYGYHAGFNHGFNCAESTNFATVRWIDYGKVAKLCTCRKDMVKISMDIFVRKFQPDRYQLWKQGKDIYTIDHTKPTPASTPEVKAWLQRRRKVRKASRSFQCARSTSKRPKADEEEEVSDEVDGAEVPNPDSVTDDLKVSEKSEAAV
PREPL inh: inhibitors of human prolyl oligopeptidase-like enzyme PREPL | recombinant PREPL, fluorescence polarization activity-based probe | Q4J6C6 | 0.68% of 320,000 active | inhibition, % at 5.96 µM; in the data active = inhibition above about 43%;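 also: 0% = enzyme with DMSO and 100% = wells lacking enzyme; many of its hits are not listed in these tables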
HCV core dimer: blocks dimerization of HCV core protein | TR-FRET GST/Flag-core106 dimerization, 1536-well | inhibition, % at 5 µM | 0.33% of 300,000 active | AID 1899;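 active = inhibition above the mean of all tested compounds plus 3 SD, set per screening campaign, cut at about 45% in these data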
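Test system: GST/Flag-tagged HCV core106 proteins; Medium: KF-containing HEPES buffer, pH 7.45, DTT, CHAPS, BSA; Times: compound-protein-antibody incubation 4 h at 22.5 °C; Detection: TR-FRET 671 and 617 nm emission; Benchmarks: wells lacking GST-core106 and wells with excess unlabelled core106.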
LYPLA2 inh: counter-screen for PME1 inhibitors: inhibitors of human LYPLA2 | inhibition, % at 5.9 µM | recombinant LYPLA2, FP-Rh probe fluorescence polarization | 0.38% of 320,000 active | O95372 | AID 2177;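 active = inhibition above the screen-wide mean plus 3 SD, limit set per campaign, cut at about 26% in these data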;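 also: 0% = LYPLA2 with DMSO and 100% = wells lacking LYPLA2 enzyme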
CTSL1 counter: cathepsin L1 inhibition, PFM18AAP counter-screen. AID 1906. 0.49% of 300,000 active. inhibition, % at 5.96 µM. recombinant F. hepatica cathepsin L1, Z-Leu-Arg-MCA fluorescence;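 active = inhibition above the mean of all tested compounds plus 3 SD, set per screening campaign, cut at about 17% in these data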;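 also: 0% = plate median of test compound wells and 100% = 1 µM Z-Phe-Ala-diazomethylketone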
Efflux pump mplx: blocks antifungal efflux pumps in multiplex yeast assay | S. cerevisiae Candida pump triplex, Nile Red efflux | inhibition, % at 10 µM | 0.44% of 330,000 active | AID 485275;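 active = plate passing quality check with inhibition over a set limit, or well fluorescence over plate mean plus 4 SD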;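 also: Nile Red retained in pooled yeast measured as flow cytometry median fluorescence; 0% = buffer negative control and 100% = Enniatin B positive control; higher means more Nile Red kept so more efflux inhibition; some compounds called inactive have numbers as strong as hits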
Starred values were filed as active, the others as inactive; / = not tested or not shown; & = joins results of further samples.

SMILES	TPT1 inh	PP5 primary	PP1 inh	GASC-1 inh	PREPL inh	HCV core dimer	LYPLA2 inh	CTSL1 counter	Efflux pump mplx
Fc1cccc2sc(Nc3nnc(-c4ccccc4)o3)nc12	-4	-3.1	-3	94	25	18	4	5	-0.1
O=S(=O)(Cc1cc(NCc2ccccc2)nc(-c2ccccn2)n1)c1ccccc1	-10	1.3	39*	-5	32	4	-1	3	-0.2
CCN(CC)c1ccc(S(=O)(=O)N(CC)CC)cc1NC(=O)c1cccnc1	1	-3.4	-5	-5	0	6	-2	0	0.0
CC(=O)NC(c1ccccc1)c1cccnc1 (stereo not given)	3	-2.6	-3	0	7	4	-5	0	0.0
COc1ccc(OC)c2c(N3CC(C)OC(C)C3)cc(C(F)(F)F)nc12 (stereo not given)	-2	3.1	-9	1	21	-5	-7	1	0.3
COc1cc(C(=O)O/N=C(\N)c2cccc([N+](=O)[O-])c2)cc(OC)c1OC	-4	-0.3	0	-21	3	0	1	-2	-0.2
COCCn1c(=S)[nH]c2cc(OC)c(OC)cc2c1=O	-1	-0.6	-3	-6	2	-4	-1	-1	0.0
O=C1C2C3c4ccccc4C(c4ccccc43)C2C(=O)N1c1cccnc1 (stereo not given)	0	-2.2	-1	8	-14	5	2	1	-0.1
O=C(NC1CC1)c1sccc1-n1cccc1	-2	0.2	0	14	-1	3	1	2	-0.1
Cc1ccc(NC(=O)Cn2ncc3ccccc32)c(Cl)c1	-2	0.2	-2	5	5	-12	-5	9	-0.1
CCN(CC)S(=O)(=O)c1cccc(C(=O)N[C@H](C(=O)NNC(=O)c2ccccc2)C(C)C)c1	-1	-0.8	2	3	10	-1	0	3	-0.2
CN(C(=O)c1sc2nc(N3CCCC3)c3c(c2c1N)CC(C)(C)OC3)c1ccccc1	-3	2.1	1	9	17	2	9	1	0.3
O=C(c1cccc(Cl)c1)C1CCCN(Cc2ccc(N3CCNC3=O)cc2)C1 (stereo not given)	-2	-1.6	-4	4	17	2	6	1	0.1
O=C1c2c(O)cc(O)cc2O[C@@]12c1c(cc(O)c3c1O[C@H](c1ccc(O)cc1)[C@@H](O)C3)O[C@@H]2c1ccc(O)cc1	-2	2.8	0	5	-1	-7	-10	0	0.0
CCN(CC)S(=O)(=O)c1cccc(C(=O)NC(C(=O)Nc2nnc(C3CC3)s2)C(C)C)c1 (stereo not given)	2	2.4	1	6&-2	14	-1	1	0	0.0
COc1ccc(NC(=O)CSc2ccccc2)c([N+](=O)[O-])c1	-2	-0.4	0	-4	0	-1	3	-1	-0.2
O=C(NCCNc1ccccc1[N+](=O)[O-])c1ccccc1F	-1	2.5	0	3	14	-10	8	0	-0.1
C=CCOc1cccc(C2C(C(=O)c3ccc(C)o3)=C(O)C(=O)N2Cc2ccncc2)c1 (stereo not given)	0	-1.3	6	-1	12	14	0	7	0.1
COc1ccc(S(=O)(=O)N(Cc2ccc(OC)c(OC)c2)Cc2ccco2)cc1	2	3.1	0	-5	9	2	-2	4	0.1
Cc1nn(Cc2cccc(C(=O)N3N=C(C(F)F)CC3(O)C(F)F)c2)c(C)c1[N+](=O)[O-] (stereo not given)	1	3.2	-3	2	7	4	-2	-1	-0.1
CN1C(=O)Cc2cc(S(=O)(=O)N3CCN(c4cccc(Cl)c4)CC3)ccc21	2	1.0	-4	-3	13	13	-2	-5	0.2
CC(=O)c1cc2c(cc1NC(=O)CCNC(=O)c1ccccc1Cl)OCO2	-4	-1.7	-2	4	-2	-1	2	6	-0.1
CCCCCOc1ccc(NC(=O)C(=O)NCCC2=CCCCC2)cc1	5	-1.2	0	8	7	2	-3	2	0.6
Cc1cccc(C(=O)N2CCN(CCNC(=O)C(=O)Nc3ccc(F)cc3)CC2)c1	2	2.0	9	4	15	-13	1	4	0.0
O=C(CN(Cc1ccccc1)S(=O)(=O)c1ccc(S(=O)(=O)N2CCOCC2)cc1)Nc1ccccc1	-2	2.2	-2	-14	5	-3	11	-1	0.0
CCOC(=O)CCn1cc(F)c(=O)n(Cc2ccccc2)c1=O	3	1.2	2	-20	9	-2	-2	0	0.3
O=C(OCn1ncc(Cl)c(Cl)c1=O)c1ccc(F)cc1	1	0.9	-4	4	14	3	-1	-6	0.0
CC(OC(=O)c1ccc([N+](=O)[O-])s1)C(=O)NC1CCCCC1C (stereo not given)	/	4.7	0	-1	30	/	4	/	-0.1
Cc1ccc(Nc2n[nH]c(C)c2[N+](=O)[O-])c(C)c1	2	3.1	-6	-2	-8	-5	5	2	0.0
O=C(O)c1ccc(N/N=C/c2ccnc3ccccc23)cc1	2	0.7	-4	0	5	-21	1	4	0.0
CCC(=O)Nc1ccc(S(=O)(=O)N2CCN(c3ccc(F)cc3)CC2)cc1	0	3.6	1	5	-32	5	7	-6	0.0
COc1cccc(CN2CCNC(=O)C2CC(=O)N2CCOc3ccccc3C2)c1OC (stereo not given)	-4	-0.8	-2	16	1	0	4	2	-0.2
CCc1ccc(NC(=O)C(=O)N/N=C(\C)CC(=O)Nc2ccccn2)cc1	2	3.4	2	-14	3	-1	1	-4	0.0
O=C(N/N=C\c1ccc2c(c1)OCO2)c1ccco1	-6	-1.1	-1	-3	16	-5	2	3	-0.1
Brc1ccc2ncnc(Nc3ccc(N4CCOCC4)cc3)c2c1	1	2.1	-9	-11	38	3	4	-3	0.2
O=C(CN1C(=O)COc2ccc(S(=O)(=O)N3CCCCCC3)cc21)NCc1ccc(F)cc1	-1	0.6	0	7	4	8	-3	0	0.0
CCn1c(Cc2ccccc2)nnc1SCC(=O)Nc1nnc(-c2ccccc2)s1	-2	-1.8	-3	10	1	8	-3	2	0.0
COc1ccc(/C(N)=N/OC(=O)Cc2cccs2)cc1	1	0.7	-1	-13	-3	2	1	-5	0.0
O=C(NC(=S)Nc1ccccc1)C1CCCCC1	3	2.0	-2	-37	15	6	-2	1	0.1
O=C(NC1CC1)C1CCN(c2ccc(S(=O)(=O)N3CCOCC3)cc2Cl)CC1	1	2.0	-3	4	1	0	7	1	0.0

Given as labelled records: entries from further up.
O=C(OCn1ncc(Cl)c(Cl)c1=O)c1ccc(F)cc1
  TPT1 inh: 1	PP5 primary: 0.9	PP1 inh: -4	GASC-1 inh: 4	PREPL inh: 14	HCV core dimer: 3	LYPLA2 inh: -1	CTSL1 counter: -6	Efflux pump mplx: 0.0
O=C(CN(Cc1ccccc1)S(=O)(=O)c1ccc(S(=O)(=O)N2CCOCC2)cc1)Nc1ccccc1
  TPT1 inh: -2	PP5 primary: 2.2	PP1 inh: -2	GASC-1 inh: -14	PREPL inh: 5	HCV core dimer: -3	LYPLA2 inh: 11	CTSL1 counter: -1	Efflux pump mplx: 0.0

(next part)
SMILES	TPT1 inh	PP5 primary	PP1 inh	GASC-1 inh	PREPL inh	HCV core dimer	LYPLA2 inh	CTSL1 counter	Efflux pump mplx
CC(C)c1nc2sc3ccccc3c(=O)c2c(=O)n1Cc1ccccc1	1	-2.0	-2	-3	-6	12	-8	1	0.1
Cc1ccc(S(=O)(=O)N2CCN(CC(=O)Nc3ccnn3C3CCCC3)CC2)cc1	/	2.9	-1	0	17	/	5	/	-0.1
COc1ccc(C2=NS(=O)(=O)N(C)C(C(=O)N3CCC(C(N)=O)CC3)=C2)cc1	-2	0.8	-1	-4	-11	4	-2	1	0.1
Cc1ccc(C)c(C(=O)CCC(=O)Nc2cccnc2)c1	0	2.2	2	-4	-13	-3	9	0	0.1
Cc1onc(-c2ccccc2Cl)c1C(=O)N1CCCCC1C(=O)O (stereo not given)	-2	-0.1	-5	8	-5	3	2	-5	0.1
CCc1cc(=O)oc2cc(OCC(=O)N(CC)CC)c(Cl)cc12	2	-2.8	-4	7	0	0	3	2	-0.1
Cc1cc(=O)oc2cc(OCC(=O)N/N=C/c3ccccc3O)ccc12	-2	-0.1	-2	-7	-29	7	2	6	-0.2
O=C(COc1cccnc1[N+](=O)[O-])NCc1ccc(F)cc1	-4	1.0	3	-38	-4	2	5	0	-0.1
Cc1cccc2[nH]c(CN(C)C(=O)CC3C(=O)NCCN3CC(C)(C)C)nc12 (stereo not given)	0	4.0	0	-10	1	0	-9	-1	0.3
O=C(Cc1ccccc1)Nc1ccc(NC(=O)Cc2ccccc2)c(Cl)c1	0	2.5	-1	11	-12	10	4	3	-0.1
Cc1nc(NC(=O)COC(=O)C(NC(=O)c2ccco2)C(C)C)c(Cl)cc1Cl (stereo not given)	-1	1.6	-2	1	1	10	3	-29	0.1
O=C(CSc1nnc(Cc2cccs2)n1-c1ccccc1)Nc1ccc2c(c1)OCCO2	-5	0.5	2	-7&-4	9	12	9	1	-0.1
O=c1c2c3c(sc2nc2n1CCCC2)CCCC3	0	1.3	0	-4	4	20	2	1	0.0
CS(=O)(=O)NN1C(=O)c2ccccc2NC1c1ccccc1F (stereo not given)	1	-0.1	-2	-6	-1	3	8	-2	0.0
CN(C)CCN(C)Cc1c2ccccc2c(CN(C)CCN(C)C)c2ccccc12	-63	-0.3	0	-9	32	-6	13	0	0.0
CCN(CC)CCNC(=O)CCn1c(=S)[nH]c2cc3c(cc2c1=O)OCO3	0	2.7	-9	-12	5	-6	2	-2	0.2
CCOC(=O)C(C(=O)OCC)C(C#N)c1ccccc1 (stereo not given)	0	0.0	0	1	4	-2	9	4	-0.1
CCOC(=O)N1CCN(C(=O)COc2ccccc2[N+](=O)[O-])CC1	-1	0.6	-1	7	12	-10	0	-3	-0.1
O=C(Nc1ccc(CN2CCCCC2)cc1)c1c(F)c(F)c(F)c(F)c1F	-4	1.4	-2	-4	-2	-1	-5	-1	-0.2
O=C(Nc1cccc(S(=O)(=O)NC2=NCCC2)c1)c1cc(-c2ccccn2)nc2ccccc12	-2	9.0	0	-16	1	-1	0	-1	-0.4
COc1ccc(C(=O)N2N=C(c3cccc(NS(C)(=O)=O)c3)CC2c2cccs2)cc1 (stereo not given)	0	2.9	-2	-11	-4	4	0	3	-0.1
N#CCC(=O)Nc1ccc(C(=O)Nc2cccc(S(N)(=O)=O)c2)cc1	4	-3.2	-1	1	-8	4	-20	-9	0.1
COc1ccccc1Nc1nc(N)nc(CSCCO)n1	-3	-0.9	-3	3	5	2	0	1	-0.1
COc1ccc(N2CCN(C3CCN(S(=O)(=O)c4ccc(F)cc4)CC3)CC2)cc1	-4	-0.4	-1	-11	9	16	2	1	-0.1
COC(=O)c1ccccc1NC(=O)N1CCN(C(=O)c2ccco2)CC1	2	-1.0	-1	2	1	-3	0	0	0.0
COc1cc2c(C(=O)N3CCCc4ccccc43)cn(C)c(=O)c2cc1OC	4	2.7	-3	5	1	-1	4	-2	0.2
COc1ccc(N2C(=O)c3ccccc3NC23C(=O)N(C)c2ccccc23)cc1 (stereo not given)	1	1.3	-2	-4	-7	0	1	0	0.3
CCN(CC)S(=O)(=O)c1ccc(NC2c3ccccc3C(=O)N2Cc2ccco2)cc1 (stereo not given)	2	3.3	2	-1	2	15	2	-5	0.1
O=C(CN(C(=O)c1csnn1)c1cccc(Cl)c1)NC1CCCC1	-1	3.6	0	11	3	-15	-3	0	-0.3
CC1CCCCC1NC(=O)COC(=O)c1c2c(nc3ccccc13)/C(=C/c1ccco1)CC2 (stereo not given)	33*	2.1	12	2	1	97*	-4	1	0.3
O=C(/C=C/c1ccoc1)c1ccccc1O	-4	0.8	1	-23	-5	-9	9	-2	-0.1
Cc1cc(-n2cnnn2)ccc1C(C)C	-2	-0.8	1	-4	-2	-1	-2	-1	0.0

An excerpt (hit frequency here may not be typical).
